# CaV13 ICDI inh = Primary screen for inhibitors of IQ motif and Ca2+-dependent inactivation inhibitor domain binding in CACNA1D, Förster resonance energy transfer in living cells, …. hit rate 0.098% among 340,000. HEK cells, CFP/YFP FRET ICDI-IQ, plate reader, 10 min; percent FRET-ratio fall versus neutral wells. inhibition, % at 12.3 µM;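 active means mean replicate inhibition of at least 30% and at least 1% of replicates passing that level; inconclusive means only one of the two criteria is met; inactive means neither criterion is met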;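 further: 0% = median of the neutral control wells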
# Vif inh = inhibitors of HIV Vif. hit rate 0.35% among 340,000. inhibition, % at 7.49 µM. HEK293T cells, Vif self-association by quenched fluorescence, imaging, 24 h; in the data active means inhibition above about 50%, passing the limit was not always enough; inconclusive means no clear call, values can overlap the other calls; inactive means below about 31%; further: some results filed as inactive read as strong as hits
# NR2E3 ag-1 = agonists of human nuclear receptor NR2E3; GST-NR2E3/biotin-RetCOR TR-FRET, 1536-well; inhibition of corepressor binding, % at 4.78 µM; AID 2300; hit rate 0.12% among 320,000;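 active means percent inhibition above the cutoff of mean plus 3 SD of all tested compounds, set per screening campaign, cut at about 20% in these data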;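 further: 0% = DMSO wells and 100% = biotin wells as full block of FRET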
# Target sequence (Q9Y5X4 whole entry, looked up): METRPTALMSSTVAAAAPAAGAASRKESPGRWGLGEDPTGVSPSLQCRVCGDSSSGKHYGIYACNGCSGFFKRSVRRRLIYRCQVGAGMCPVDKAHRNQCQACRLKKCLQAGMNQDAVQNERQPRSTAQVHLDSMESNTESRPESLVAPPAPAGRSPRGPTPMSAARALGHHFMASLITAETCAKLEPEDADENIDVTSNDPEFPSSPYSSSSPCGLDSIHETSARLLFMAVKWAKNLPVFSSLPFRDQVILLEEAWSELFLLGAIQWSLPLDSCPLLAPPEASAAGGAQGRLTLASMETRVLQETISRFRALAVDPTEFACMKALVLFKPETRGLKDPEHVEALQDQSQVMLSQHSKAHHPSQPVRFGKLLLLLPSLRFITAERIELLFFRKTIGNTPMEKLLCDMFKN
#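 Material: NR2E3–RetCOR corepressor complex | Quantity: 1.35 nM GST-tagged NR2E3 final | Schedule: 5 h at 4 °C | Replication: Singlicate compound wells | Reagent: RetCOR corepressor, biotinylated, 7 nM | Controls: Biotin wells as high control, 0.6% DMSO wells as low control | Signal: TR-FRET, Eu(K)-anti-GST donor, streptavidin-D2 acceptor, ex 340, em 617/671 nm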
# MITF TRPM1 inh = MITF TRPM1 promoter inhibition in SK-MEL-5 cells; inhibition, % at 12.5 µM; hit rate 0.83% among 330,000; AID 488899; SK-MEL-5 TRPM1 promoter luciferase, 24 h;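 active means mean inhibition across replicates of 60% or more, whatever share of single replicates reaches that level; inconclusive means some that reach 60%, reason not given; inactive means mean inhibition across replicates below 60%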; further: values of inactives mirror those of a sister screen read the other way
# Granule exo inh = lytic granule exocytosis inhibition | TALL-104 LAMP-1 surface exposure, flow cytometry; cells stimulated with thapsigargin and PMA | hit rate 0.66% among 360,000 | AID 651702 | inhibition, % at 10 µM;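 active means inhibition above about 55%, limit read from the data; inconclusive means no clear call, values can overlap the other calls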
# PDI inh = inhibitors of human protein disulfide isomerase; P07237; PDI insulin aggregation turbidity, A650, 90 min; inhibition, % at 10 µM; hit rate 0.052% among 350,000; AID 588391;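 active means mean inhibition across replicates of 30% or more, whatever share of single replicates reach that level; inconclusive means mean inhibition below 30% while every single replicate reaches 30%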;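 further: absorbance from insulin aggregation driven by PDI reduction with DTT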
# Target sequence (P07237 whole entry, looked up): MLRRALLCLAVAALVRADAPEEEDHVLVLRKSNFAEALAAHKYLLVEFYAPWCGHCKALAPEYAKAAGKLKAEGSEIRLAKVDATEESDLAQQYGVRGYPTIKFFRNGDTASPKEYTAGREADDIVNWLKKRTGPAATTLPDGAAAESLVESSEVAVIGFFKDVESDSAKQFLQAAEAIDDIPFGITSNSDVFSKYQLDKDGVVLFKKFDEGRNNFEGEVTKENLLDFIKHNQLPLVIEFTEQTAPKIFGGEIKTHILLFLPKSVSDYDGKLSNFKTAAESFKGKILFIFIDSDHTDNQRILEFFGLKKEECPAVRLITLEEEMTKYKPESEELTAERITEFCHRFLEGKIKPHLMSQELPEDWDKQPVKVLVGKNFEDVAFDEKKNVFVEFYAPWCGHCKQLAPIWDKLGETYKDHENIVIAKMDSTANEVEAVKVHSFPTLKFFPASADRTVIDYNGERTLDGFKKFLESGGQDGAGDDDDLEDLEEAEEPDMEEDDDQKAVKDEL
# iPSC survival up = increases survival of single human iPS cells; hiPSC single-cell survival, ATPlite luminescence; 100% = ROCK inhibitor wells, 0% = DMSO; survival enhancement, % at 20 µM; hit rate 0.044% among 360,000; AID 602274; in the data active means survival enhancement above about 18%;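 further: cells exposed to compounds for 16 hours before the ATP read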
# Peg3 promoter = Peg3 promoter activity inhibition. HeLa PEG-Prom luciferase reporter, luminescence, overnight. inhibition, % at 20 µM. hit rate 1.7% among 360,000;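 active means inhibition of at least 50% at 20 µM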
# aDG glyco up = increases alpha dystroglycan glycosylation | hit rate 0.22% among 360,000 | AID 624168 | Pro5-aDG cells, alpha-DG glycosylation AlphaScreen (IIH6); 0% Pro5, 100% B10-LARGE cell signal | activation, % at 10 µM;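 active means activation of at least 8% versus controls, or a plate z-score of at least 8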;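 further: Pro5 are CHO cells carrying HIG-tagged alpha-DG that lacks glycosylation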
# HIF-2a block = blocks HIF-2a reporter activity | 786-0 RCC cells HIF-2a reporter, luciferase luminescence, overnight | inhibition, % at 18.8 µM | hit rate 0.72% among 360,000 | AID 624352;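 active means inhibition of the luminescence signal of 40% or more relative to plate controls, in a single-dose primary screen at 18.75 µM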
# NR2E3 ag-2 = human photoreceptor-specific nuclear receptor agonism. Q9Y5X4. CHO-S Gal4-NCOR/VP16-NR2E3 two-hybrid, luciferase. inhibition of corepressor binding, % at 3.98 µM. hit rate 0.35% among 360,000. AID 602229;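 active means inhibition above the mean of all tested compounds plus 3 SD, cut at about 70% in these data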;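 further: 0% = DMSO with NR2E3 transfected cells and 100% = cells lacking NR2E3 construct; higher means lower luciferase signal from less NR2E3 corepressor binding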
# * = called active by the depositor; ? = inconclusive; . = no result given.
SMILES,CaV13 ICDI inh,Vif inh,NR2E3 ag-1,MITF TRPM1 inh,Granule exo inh,PDI inh,iPSC survival up,Peg3 promoter,aDG glyco up,HIF-2a block,NR2E3 ag-2
COc1cc(NC(=O)[C@@H]2O[C@H](CO)[C@@H](O)[C@H]2O)cc(OC)c1OC,-5,2,.,.,-9,-3,-2.5,10,-0.2,1,-9
CCCC(=O)OC1CC(C)N(C(=O)c2ccccc2)c2ccc(C)cc21 (configuration not stated),.,-4,-1,11,38,5,0.0,25,-0.2,20,9
CC(=O)N1CCC(N(CCN2CCOCC2)C(=S)Nc2ccc(C)cc2)CC1,-4,15,2,3,-1,15,1.3,1,0.0,1,4
O=C1NC(=Nc2ccccc2Br)SC1(CO)CO,-3,-6,-5,1,2,-111,-0.3,8,-0.1,12,-7
Cc1noc(C)c1NC(=O)N(C)C[C@H]1Oc2ccc(NC(=O)CCN3CCOCC3)cc2C(=O)N([C@H](C)CO)C[C@@H]1C,4,-6,.,3,5,4,0.8,0,0.0,9,-8
CC(C)n1c(=S)[nH]c2scc(-c3cccs3)c2c1=O,0,1,0,9,0,-3,-0.6,14,0.0,18,19
CCOc1ccc(NC(=O)c2ccccc2NC(=O)CN2CCN(C(C)=O)CC2)cc1,-9,0,4,4,0,3,0.6,-19,-0.1,-4,-6
O=c1c2ccccc2nc(SCc2ccc([N+](=O)[O-])cc2)n1CCCO,-5,-5,3,-4,-2,-17,-0.1,35,-0.2,8,-26
Cc1ccc(-c2csc3ncnc(SCC(N)=O)c23)cc1,-19,-1,-1,-8,3,4,-1.9,19,0.0,11,21
O=C(CSC(=S)N1CCCC1)Nc1ncc(Cl)cc1Cl,-6,-3,-2,-10,1,4,-0.6,-23,0.2,-25,-1
CCN(C(C)=O)c1nc(CCl)cs1,11,11,-1,2,-1,-4,-0.6,1,0.2,12,-19
O=C(O)c1cccc(NC(=S)N/N=C/c2cccnc2)c1,7,-1,-1,-3,-5,0,-3.0,-10,-0.4,9,-72
CC(C)(C)OC(=O)N1CCC(C(=O)Nc2ccc(C(=O)NCc3ccccc3)cc2)CC1,-7,.,.,6,-4,-2,-1.9,3,0.0,4,-11
COc1cc(SC)ccc1C(=O)OCC(=O)NC(=O)NC(C)C,6,-1,-3,-4,-2,3,-0.4,0,1.2,13,-4
COc1ccc2c(c1)C(C)=CC(C)(C)N2C(=O)C(C)N1C(=O)c2ccccc2C1=O (configuration not stated),-5,-3,2,6,1,-5,-0.3,18,0.2,15,-2
Nc1nn(-c2ccccc2)nc1C(=O)OCc1ccccc1,-3,-2,0,-37,-8,11,-0.2,-213,0.1,-316,-80
O=C(CNC(c1ccccc1)c1ccccc1)Nc1c(F)cccc1F,-5,17,-2,8,1,3,1.7,21,0.2,18,-1
N#CC1=C(N)OC2=C(C(=O)CC(c3ccccc3)C2)C1c1ccc2c(c1)OCO2 (configuration not stated),-3,0,0,-12,-2,4,0.5,-8,0.5,-3,-11
Cc1cc(=O)[nH]c(N/N=C/c2ccc(-c3ccc([N+](=O)[O-])cc3)o2)n1,-6,30,5,7,-23,-8,0.3,-14,-0.1,-6,-16
COc1ccccc1C=NN=C(N)C(N)=NN=Cc1ccccc1OC,-6,9,.,-11,0,-3,-0.5,-5,-0.3,-13,-41
CC1CN(CCOc2ccc(F)cc2)CC(C)O1 (configuration not stated),-6,12,6,-5,-4,16,-0.6,-1,0.2,7,-1
O=C(CCNC(=O)c1ccc(Br)cc1)Nc1nc2ccccc2[nH]1,-7,-2,.,-6,-1,-11,-0.6,-40,-0.2,-41,-13
O=C(CN1CCN(c2ccccn2)CC1)Nc1cccc(S(=O)(=O)N2CCOCC2)c1,-2,-6,-2,17,0,-6,-0.4,-10,0.1,7,-13
Cc1ccc(S(=O)(=O)N2CCOCC2)cc1NC(=O)CSc1nnnn1C,-4,14,-1,-4,1,3,-0.2,10,-0.3,13,-31
COc1ccccc1S(=O)(=O)N(C)C[C@H]1OCc2cnnn2CCCC(=O)N([C@@H](C)CO)C[C@@H]1C,-5,0,.,.,1,6,1.7,-11,-0.1,-2,-18
CSc1ccc(CCNC(=O)C2CCN(c3nnc(-n4cccc4)s3)CC2)cc1,-6,-10,1,17,3,-9,0.5,-1,0.1,-4,-32
Cc1ccc(NC(=O)C2C3CCC(O3)C2C(=O)O)cc1Cl (configuration not stated),-2,19,5,-1,3,-7,-0.3,3,-0.1,-6,-19
Cc1n(Cc2ccccc2)c2ccccc2[n+]1Cc1ccccc1,-5,6,4,42,25,4,-0.2,36,-0.1,17,13
COc1ccc(NC(=O)C2CC2)cc1-n1cnnn1,-3,-6,1,-4,-3,-2,3.0,-6,-0.1,10,-37
CNC(=O)NC(=O)COC(=O)CCc1nc(=O)c2ccccc2n1C,-4,-1,5,0,-2,-2,2.8,6,0.0,18,-5
CCNC(=O)COc1ccc(/C=N/NC(=O)c2cccnc2)cc1OC,-1,11,-1,10,-1,-7,2.4,9,0.2,13,11
Cc1ccc(NC(=O)c2ccccc2N2C(=O)C3C4C=CC(C5CC45)C3C2=O)cc1C (configuration not stated),-6,-5,-1,-1,1,1,-0.3,19,-0.4,2,-3
C/C(CC(=O)NC1CCCCC1)=N\NC(=O)c1ccc(Br)cc1,-3,-2,-3,-1,46,7,-0.2,20,0.1,1,-12
O=c1c2nnn(-c3ccc(Br)cc3)c2ncn1Cc1ccccn1,-5,-11,4,6,0,2,0.9,31,0.0,11,-8
COc1cc(C#N)ccc1OC(=O)Cc1cc(OC)c(OC)c(OC)c1,-2,14,5,4,-6,13,0.2,15,0.0,13,-19
COc1ccc(NC(=S)NN(C)C(=S)Nc2ccc(OC)cc2)cc1,-5,3,4,13,-5,3,-1.9,2,0.0,-33,-32
COC(=O)C1CCN(C(=O)c2ccccc2Oc2ccccc2)CC1,-5,-2,-1,8,-1,-4,-1.8,10,-0.2,12,-3
CC1CN(C(=O)Cn2c(=O)oc3ccccc32)CC(C)O1 (configuration not stated),-3,9,6,10,-1,2,0.1,9,0.2,14,-23
CCC(C(=O)N1CCOCC1)n1c2ccccc2c2nc(=O)cc(C)n21 (configuration not stated),-7,4,2,1,-7,9,-0.1,12,0.0,13,8
O=C(NC1CCCC1)C1CCCN1C(=O)Nc1ccccc1 (configuration not stated),-3,-2,-2,1,1,-3,-0.9,-5,0.2,10,0
CCC/C(C#Cc1ccsc1)=C1/c2ccccc2C(=O)N1c1ccccc1,-3,-2,.,7,11,-25,-1.7,-13,-0.1,-18,-9
Cc1cccc(OCC(=O)NCc2cc(C)nc3ccccc23)c1,4,-8,2,17,-1,7,-0.1,12,1.5,8,-2
COc1ccc(C(C)=O)cc1Cn1c(C)c(C(=O)NCc2cccc(C(F)(F)F)c2)sc1=O,-2,-3,.,.,16,-2,-0.3,4,0.4,6,-39
C=CCSC1=N/C(=C\c2ccc3c(c2)OCO3)C(=O)S1,.,8,2,8,-4,6,4.3,4,-0.4,-1,19
O=C(NCc1ccccc1)c1nc2ccccc2s1,1,0,-2,-7,-4,5,-0.2,-50,-0.2,-83,-20
O=C(c1cc(Cl)nc2ccccc12)N1CCc2ccccc2C1,-18,.,0,10,-1,-10,2.3,27,0.2,17,-5
Cc1cc(C)c(NC(=O)c2ccc(S(=O)(=O)N3CCOCC3)cc2)c(C)c1,-6,8,-1,.,-2,-10,1.3,12,0.1,14,-16
CCN1C(=O)CC(N2CCC(C(=O)N3CCCCCC3)CC2)C1=O (configuration not stated),-17,-1,0,-16,0,-4,0.4,10,0.0,3,-3
COc1ccc(CN2CCn3ncc(C(=O)Nc4cc(C)cc(C)c4)c3C2=O)cc1,0,3,-3,-10,-4,-6,0.8,23,0.2,16,-9
O=C(O)CSc1nnc(-c2cccc(S(=O)(=O)N3CCCCC3)c2)o1,5,5,2,-7,1,0,7.0,4,0.2,7,-10
COc1cc(O)c2c(c1)COC2=O,-3,2,-2,1,-7,-3,0.4,-12,-0.3,25,4
Cc1cc(C(C#N)c2cccc(Cl)c2)n2ncnc2n1 (configuration not stated),-5,-9,4,-6,1,5,-3.0,13,0.2,-24,-22
COc1cccc(C(NC(C)=O)c2nc(-c3cc4ccccc4o3)cs2)c1 (configuration not stated),-6,-5,.,.,-2,-4,7.1,8,-0.3,-29,-35
O=S(=O)(O)c1ccc(O)c2cc(Nc3ccccc3)ccc12,-7,1,.,6,-1,6,-1.4,17,-0.1,3,3
CN(CC(=O)NCc1ccc2c(c1)OCO2)S(=O)(=O)c1ccc(Cl)cc1,-6,-1,.,1,2,-7,0.3,-2,-0.2,5,19
CCOc1ccccc1NC(=O)COC(=O)CC(NC(N)=O)c1ccc(Cl)cc1 (configuration not stated),-7,0,5,2,-3,19,-0.1,10,0.0,-3,-18
O=C(NCCc1ccccc1)c1cc2ncc(Br)cn2n1,-1,.,0,-26,-10,-3,-1.2,-188,0.1,-206,-75
Cc1onc(-c2ccccc2)c1C(=O)NCc1cccc(Cl)c1,-4,-4,5,13,5,-7,0.3,19,0.0,11,-26
O=C(Nc1ccccc1-c1nc2ccccc2[nH]c1=O)c1cccs1,-3,0,1,7,-3,-3,-0.5,-1,-0.1,2,11
CCCCC(=O)Nc1ccc(C(=O)Nc2ccc(S(=O)(=O)N3CCCC3)cc2)cc1,.,-5,6,6,0,-1,-0.2,28,0.2,13,15

# (next part)
SMILES,CaV13 ICDI inh,Vif inh,NR2E3 ag-1,MITF TRPM1 inh,Granule exo inh,PDI inh,iPSC survival up,Peg3 promoter,aDG glyco up,HIF-2a block,NR2E3 ag-2
c1ccc2nc(N3CCCC3)c(N3CCCC3)nc2c1,.,7,1,1,1,-10,0.3,18,0.0,17,4
Cc1ccc(NC(=O)CN(C)c2ccc(S(=O)(=O)N3CCN(C)CC3)cn2)cc1,-4,?,2,-8,-1,-4,-1.2,-1,0.1,10,-17
Cc1cccc(-n2nc(C)c3c(C(=O)O)cc(-c4cccs4)nc32)c1,-5,-1,2,10,0,4,3.9,15,-0.4,13,19
O=C(c1cccs1)N1C[C@@H](n2cc(-c3ccc(F)cc3)nn2)[C@H](O)C[C@@H]1c1ccc(Cl)cc1,-4,5,.,.,11,-5,2.5,13,0.1,-7,7
Cc1cccc(C)c1NC(=O)CN1C(=O)S/C(=C\c2cccn2C)C1=O,-5,1,2,5,0,1,0.6,15,0.1,7,-12

# Quoted at random: 2 entries already listed, in no set order.
SMILES,CaV13 ICDI inh,Vif inh,NR2E3 ag-1,MITF TRPM1 inh,Granule exo inh,PDI inh,iPSC survival up,Peg3 promoter,aDG glyco up,HIF-2a block,NR2E3 ag-2
Cc1cccc(C)c1NC(=O)CN1C(=O)S/C(=C\c2cccn2C)C1=O,-5,1,2,5,0,1,0.6,15,0.1,7,-12
Cc1cccc(-n2nc(C)c3c(C(=O)O)cc(-c4cccs4)nc32)c1,-5,-1,2,10,0,4,3.9,15,-0.4,13,19
